RPL19A TOR yeast: RPL19A-GFP expression modulators in yeast, primary screen, cell-based, S. cerevisiae, multiplex flow cytometry, MLPCN. percent response vs DMSO, % at 10 µM. AID 2025, 2009. 330,000 tested, 0.3% active. S. cerevisiae RPL19A-GFP strain, 3 h; stronger effect = lower value;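 active = percent response vs DMSO below 50%; inconclusive = fewer than 70 events counted for the yeast strain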;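 also: median channel GFP fluorescence of the barcoded RPL19A-GFP strain; ratio of sample median GFP to plate DMSO average so 100% = DMSO; lower means less RPL19A-GFP as with rapamycin TOR inhibition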
EBNA-1 inhibitor: EBNA-1 DNA-binding inhibitors, primary screen, biochemical, fluorescence polarization; inhibition, % at 14.8 µM; AID 1950, 2009; 300,000 tested, 0.34% active; in the data active = inhibition above about 28%
procasp3 activ: activators of human procaspase-3 D3A mutant, primary screen, biochemical, absorbance, PC-3 D3A mutant, single concentration; AID 463141, 2010; 330,000 tested, 0.11% active; recombinant procaspase-3 D3A, Ac-DEVD-pNA absorbance 405 nm; activation, % at 8.5 µM; Caspase-3 (Homo sapiens), P42574;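 active = activation above the mean of all tested compounds plus 3 SD, cut at about 21% in these data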;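 also: 0% = DMSO alone and 100% = DMSO wells spiked with extra 5 µM PC-3 D3A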
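Assay system: Autoprocessing-dead procaspase-3 D3A mutant enzyme; also added: Ac-DEVD-pNA; doses: one concentration, 8.5 µM nominal, 0.8% DMSO; times: 1 h compound preincubation, 2 h substrate hydrolysis at 25 °C; technique: 405 nm absorbance of p-nitroaniline, reads at 0 and 120 min; measure: % activation between DMSO and enzyme-spiked controls; repeats: single replicate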
MEP2-GFP yeast: modulators of MEP2-GFP levels in yeast, primary screen, S. cerevisiae, multiplex flow cytometry, MLPCN library; GFP response vs DMSO, % at 10 µM; 330,000 tested, 0.51% active; S. cerevisiae MEP2-GFP strain, 3 h; 100% = DMSO control level; AID 2016, 2009;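 active = GFP response versus DMSO above a set limit, roughly screen mean plus 3 SD, cut at about 180% in these data; inconclusive = fewer than 70 cells counted for a yeast strain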;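 also: median GFP fluorescence of the barcode-gated MEP2-GFP cells per well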
procasp7 counter: procaspase-7 activators, primary screen, counter-screen for procaspase-3 activator project, biochemical, absorbance, HTS, human; recombinant procaspase-7, Ac-DEVD-pNA absorbance 405 nm; D23A/D198A/D206A triple mutant, cannot self-cleave; scale: DMSO 0, 5 µM enzyme 100; activation, % at 8.5 µM; 330,000 tested, 0.093% active; Caspase-7 (Homo sapiens), P55210;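 active = percent activation above the screen-wide mean plus 3 SD, cut at about 25% in these data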
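Replicates: singlicate. Assay system: Procaspase-7 triple mutant (PC-7 D3A). Signal: 405 nm absorbance of p-nitroaniline. Times: 1 h preincubation, 2 h reaction. Buffer or medium: Zinc-free HEPES pH 7.4 with 300 mM NaCl, 0.01% Triton X-100. Also added: DEVD-pNA substrate. Benchmarks: DMSO wells as 0%, DMSO with 5 µM added PC-7 as 100%.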
ZTA DNA inh: counter-screen for EBNA-1 inhibitors: inhibitors of Epstein-Barr virus ZTA; P03206; ZTA-DNA binding, fluorescence polarization; inhibition, % at 11 µM; 320,000 tested, 0.15% active; AID 2234; in the data active = inhibition above about 33%
AHR act: AHR activators, primary screen, cell-based, luminescence, luciferase reporter, human | AHR-responsive luciferase reporter cells | activation, % at 5 µM | 320,000 tested, 2.5% active; in the data active = activation above about 47%;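 also: 0% = vehicle wells and 100% = reference agonist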
LAP4 TOR yeast: modulators of LAP4-GFP expression in yeast, primary screen, S. cerevisiae, multiplex flow cytometry, MLPCN library; 3 h; median GFP as percent of DMSO wells; GFP response vs DMSO, % at 10 µM; 320,000 tested, 0.34% active;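 active = GFP response vs DMSO above a set limit, about the screen mean plus 3 SD, cut at about 150% in these data; inconclusive = under 70 cell events counted for the yeast strain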
Starred values were filed as active, the others as inactive; ? = inconclusive; / = no result given; [ ] = remark or other dose.

compound	ZTA DNA inh	EBNA-1 inhibitor	MEP2-GFP yeast	procasp3 activ	AHR act	LAP4 TOR yeast	RPL19A TOR yeast	procasp7 counter
CCOc1ccc(NC(=O)CN(c2ccc(C)cc2)S(=O)(=O)c2c(C)nn(C)c2C)cc1	-6	-2	102	-1	8	94	104	-10
Cc1noc(C)c1COc1ccc(C(=O)OCC(=O)NCCN2C(=O)CSC2=O)cc1	7	4	89	-2	0	92	85	12
O=C(COc1ccccc1)N(Cc1ccco1)c1ccc(O)cc1	8	-1	93	6	6	104	97	2
Cc1cc(C)nc(SCC(=O)Nc2ccc(N3CCOCC3)c(Cl)c2)n1	11	11	81	-3	1	88	88	1
CC(=O)N(Cc1ccccn1)Cc1ccco1	-11	9	106	4	-1	109	95	7
O=C(NCc1ccccc1)NC(=O)c1ccccc1F	-11	-10	100	4	-8	91	103	6
C=CCNc1oc(/C=C/c2ccccc2)nc1C#N	8	5	114	3	3	142	113	5
Cc1cc(C)c(C#N)c(SCc2ccc(C#N)cc2)n1	-11	5	99	1	-9	99	105	10
O=C(C1CC(c2ccccc2O)=NO1)N1CCc2ccccc2C1 (stereo unspecified)	-14	8	99	2	5	103	96	0
CC(=O)SC1CC(=O)N(c2ccc(C(C)(C)C)cc2)C1=O (stereo unspecified)	-8	-2	93	1	2	97	99	-1
CCOC(=O)Cc1csc(SC(C)C(=O)NC2CCCCC2C)n1 (stereo unspecified)	13	6	99	14	-3	121	100	7
O=C(Nc1ccc(Cl)cc1C(=O)NCCN1CCOCC1)c1ccco1	-16	-15	97	-10	0	94	99	9
O=C(N=C1SC2CS(=O)(=O)CC2N1c1ccccc1C(F)(F)F)C1CCCO1 (stereo unspecified)	-11	0	110	3	-3	96	106	-4
COc1cccc(CNC(=O)CCS(=O)(=O)Cc2ccc(C)cc2)c1	-14	1	96	-1	0	93	99	6
CC(=O)Nc1ccc(N2C(=O)CCC2=O)cc1C	-3	2	104	-2	-1	/	94	0
COCCNC(=S)N/N=C(\C)c1ccc(O)cc1	0	-4	96	10	3	93	104	-9
Cc1oc2c(C)c3oc(=O)c(CCC(=O)N[C@@H](CC(C)C)C(=O)O)c(C)c3cc2c1C	6	4	105	-11	-2	101	98	-1
CSCC[C@H](NC(=O)c1cccc(S(=O)(=O)N2CCCCCC2)c1)c1nc2ccccc2[nH]1	/	/	103	12	2	103	101	11
Cc1nc2n(n1)C(c1ccccc1)C1=C(CC(c3ccco3)CC1=O)N2 (stereo unspecified)	-3	9	108	11	1	95	104	-1
Cc1cccc(-c2oc3ccccc3c2C#CCCCCO)c1	5	0	95	1	17	116	99	-2
CCOC(=O)C1(C)NC(c2ccccc2F)C2C(=O)N(CC)C(=O)C21 (stereo unspecified)	4	1	99	2	-3	98	103	7
C=CCn1c(SCC(N)=O)nnc1-c1ccccc1O	13	6	93	0	-1	99	93	5
C=C(Cl)COc1ccc2c(C)cc(=O)oc2c1	-13	4	111	2	-15	120	102	16
O=C(Nc1nnc(SCc2cccnc2)s1)C1CC(=O)N(c2ccc(F)cc2)C1 (stereo unspecified)	-7	-7	102	0	5	103	95	1
Cc1cc(OCC(=O)N[C@@H](Cc2ccccc2)c2nc3ccccc3[nH]2)ccc1Cl	-3	0	99	1	13	104	103	19
CCOc1nc(Nc2ccc([N+](=O)[O-])cc2)nc(NC(C)(C)C)n1	-6	6	106	-1	7	97	107	4
COc1ccc(NC(=O)CNC(=O)C2CCCCC2)cc1OC	/	/	103	8	1	96	98	-3
CCN(c1ccc(OC)cc1)S(=O)(=O)c1csc(C(=O)N2CCCC2)c1	10	3	89	6	0	94	96	-7
CCCCN1C(=O)C(=O)N(CC(=O)N2CCN(c3ccccc3)CC2)C1=O	-5	-2	104	4	1	105	99	5
COc1ccccc1/C=C/C=N/n1c(-c2cc(C)[nH]n2)n[nH]c1=S	0	-5	92	-8	32	83	96	12
COc1cccc(C(=O)N2N=C(c3ccccn3)CC2(O)C(F)(F)F)c1 (stereo unspecified)	-17	-5	90	2	6	104	97	-3
CC1CCCCC1NC(=O)CCn1ccc2cc(S(=O)(=O)N3CCCC3)ccc21 (stereo unspecified)	4	-4	104	0	0	104	99	8
COc1ccc(Br)cc1CN(C)CC(=O)Nc1cc(Cl)cc(Cl)c1	15	6	89	3	23	78	97	-1
CC(C)(C)[C@H]1COC(=O)CC/C=C\C[C@H](CC(=O)N(CCO)Cc2ccccc2)C(=O)N1	/	/	97	6	0	93	94	10
Cc1cc(C)n2nc(C(=O)OC(C)C(=O)c3cc(C)c(C)cc3C)nc2n1 (stereo unspecified)	-5	-8	104	-8	-1	112	100	4
CCOC(=O)c1c(N)sc(C(N)=O)c1C	-10	4	104	-8	7	99	100	-7
COc1cc(CNC(C)(C)C)ccc1OCC(=O)NC(C)(C)C	9	3	103	-12	1	103	93	15
O=C(c1n[nH]c2ccccc12)N1CCN(c2ccc(F)cc2)CC1	-21	0	127	-1	2	122	105	11
CCCCCCOC1(c2ccccc2)OC(=O)c2ccccc21 (stereo unspecified)	3	-3	104	1	-1	108	105	10
Cc1nc2scc(-c3cccs3)c2c(=O)n1N	-10	-2	117	5	8	111	104	-10

3 entries already listed, ordered by formula weight, low to high:
compound	ZTA DNA inh	EBNA-1 inhibitor	MEP2-GFP yeast	procasp3 activ	AHR act	LAP4 TOR yeast	RPL19A TOR yeast	procasp7 counter
CCOC(=O)c1c(N)sc(C(N)=O)c1C	-10	4	104	-8	7	99	100	-7
C=CCn1c(SCC(N)=O)nnc1-c1ccccc1O	13	6	93	0	-1	99	93	5
CCN(c1ccc(OC)cc1)S(=O)(=O)c1csc(C(=O)N2CCCC2)c1	10	3	89	6	0	94	96	-7

More compounds:
compound	ZTA DNA inh	EBNA-1 inhibitor	MEP2-GFP yeast	procasp3 activ	AHR act	LAP4 TOR yeast	RPL19A TOR yeast	procasp7 counter
c1ccc(C2=Nc3cccc4cccc(c34)N2)cc1	14	-13	95	1	19	95	98	-9
N=C1S/C(=C\c2ccccc2)C(=O)N1c1ccc(F)cc1	-15	-2	105	5	5	80	104	-1
Cc1cc(C(F)F)n2ncc(C(=O)NCc3ccc(F)cc3)c2n1	-3	-11	98	7	6	101	95	2
N#CC1(NC(=O)CSc2nnc(-c3ccccc3F)o2)CCCCC1	8	2	95	0	-2	124	106	-2
Cc1cc(=O)[nH]c(N=N/C(=N/Nc2ccc(O)cc2)c2ccccc2)n1	-6	-8	93	-10	2	97	96	-10
CCOC(=O)c1sc2nc(C)nc(SCC(=O)N(C)C3CCS(=O)(=O)C3)c2c1C (stereo unspecified)	-1	-11	98	7	1	95	105	13
Cc1cc(C(=O)NNC(=O)C2CCCC2)c(C)o1	15	-2	108	5	2	104	114	-6
O=C(O)CCSc1nc2ccccc2n1-c1ccccc1	12	10	105	-1	5	100	103	2
Cc1ccc2nc(SCC(=O)NC(=O)NCc3ccco3)[nH]c2c1	-5	-11	96	-1	61*	96	97	-13
Cc1cc(C(=O)CSc2nc(N)cc(N)n2)c(C)n1-c1cccc(C(F)(F)F)c1	-2	2	101	-4	0	97	102	-12
Cc1ccc(NC(=O)C2CCCN2C(=O)NC2CCCCC2)cc1C (stereo unspecified)	3	1	93	3	-1	88	92	-3
Cc1ccc(S(=O)(=O)Nc2ccccc2C(=O)N2CCCCC2)cc1	7	5	97	-2	-2	87	104	3
Oc1c(C(Nc2nc3ccccc3s2)c2ccco2)ccc2cccnc12 (stereo unspecified)	2	-6	103	-15	25	203*	91	-35
O=C(O)c1cc(O)ccc1N=Nc1ccccc1	4	1	112	-1	24	102	105	-2
NNC(=O)/C(=N/Nc1ccccc1)S(=O)(=O)c1ccc(Cl)cc1	1	-1	80[may fluoresce red]	-6	-1	103[may fluoresce red]	?	-7
COc1ccc(-n2c(C)nc3sc4c(c3c2=O)CCCC4)cc1	8	-6	101	-2	3	132	95	15
COc1ccc(N2C(=O)C(Cl)=C(N3CCOCC3)C2=O)cc1	-3	-8	115	-45	0	98	98	-43
Cc1cc(OC(=O)C(c2ccccc2)c2ccccc2)c([N+](=O)[O-])c(=O)[nH]1	6	0	89	6	-1	90	92	-3
COc1ccc(CNC(=O)COC(=O)c2ccc3c(c2)OCCO3)cc1	-6	-5	109	7	1	99	98	12
CC(C)(C)C(=O)O/N=C(\N)c1ccc(Br)cc1	7	7	106	1	0	116	104	8
CCOc1cccc(N(C(=O)C2COc3ccccc3O2)C(C(=O)NC2CCCCC2)c2ccc(O)cc2)c1 (stereo unspecified)	11	8	101	3	5	87	101	5
COCCNC(=O)CSc1cc(-c2ccccc2)c2ccc(OC)cc2n1	4	4	103	4	5	109	95	8
Oc1oc(-c2ccccc2)nc1C=Nc1cccc2ccccc12	20	9	103	-15	46	113	95	-22
CCOC(=O)c1ccc(Nc2ncnc3ccc(C)cc23)cc1	20	21	109	-7	34	107	104	12
COCCCn1c(-c2ccsc2)nc2c1c(=O)[nH]c(=O)n2Cc1ccccc1	1	-9	100	5	6	94	99	2
Cc1onc(-c2ccc(Cl)cc2)c1-c1ccnc(SCC(=O)Nc2cc(Cl)cc(Cl)c2)n1	3	-6	100	8	4	108	94	4
O=C(CSc1nnc(-c2ccncc2)o1)Nc1cccc(Cl)c1	/	/	104	1	2	93	100	6
O=C(NCc1cccnc1)c1nn2cccnc2c1Cl	2	-4	102	1	14	101	94	6
Cc1ccsc1/C=N/NC(=O)Cn1cnc2ccccc21	-9	8	106	3	0	97	101	-6
O=C(NCc1ccc2c(c1)OCO2)NC12CC3CC(CC(C3)C1)C2	7	7	102	2	1	108	99	4
O=C1NC(=O)/C(=C\c2ccccc2OCc2ccc([N+](=O)[O-])cc2)N1	-2	-7	102	14	72*	86	101	2
Cc1cc(C)n(C(=O)CNC(=O)c2ccc(C(C)(C)C)cc2)n1	10	15	98	0	3	102	99	2
CC1(C)Cc2c(sc(NC(=O)COc3ccc(Cl)cc3)c2C#N)C(C)(C)N1	-8	4	118	8	0	112	118	0
CCC1CCC(C(=O)NC(C(=O)NCCc2ccc(S(N)(=O)=O)cc2)C(C)C)CC1 (stereo unspecified)	-10	2	113	3	0	102	107	-2
COC(=O)CCC(=O)Nc1sc(C)c(C)c1C(N)=O	6	-10	100	-10	2	106	92	-17
O=C(CSCc1ccc(Cl)cc1)NN=C1CCCC1	4	9	98	-1	0	102	98	11
CC1CN(C(=O)CN2C(=O)c3ccccc3C2=O)CC(C)O1 (stereo unspecified)	7	8	99	12	-1	110	101	17
O=C(CN1C(=O)c2ccccc2S1(=O)=O)Nc1ccc(S(=O)(=O)N2CCCCCC2)cc1	6	-11	104	2	0	96	103	-8
OCCNc1nc2ccccc2n1CC(O)c1ccccc1 (stereo unspecified)	10	-9	103	-7	1	101	99	7

From PubChem BioAssay
